Screening data (PubChem BioAssay)
ARNT-TACC3 inh: disrupts binding between human ARNT and TACC3; Q9Y6A5; AlphaScreen His-ARNT PAS-B/GST-TACC3 binding, luminescence; TACC3 fragment carries E629A point mutation; inhibition, % at 9.99 µM; hit rate 0.66% among 390,000;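 active means mean inhibition of replicates at least 50% and at least half of replicates each reaching 50%; inconclusive means half or more replicates reach 50% but mean below 50%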;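 further: 0% = complete ARNT plus TACC3 wells and 100% = ARNT alone without TACC3; many hits fall short of the cut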
Casp6 inh: blocks human caspase-6 cleavage activity; purified caspase-6, Z-VEID-R110 cleavage fluorescence; inhibition, % at 12.5 µM; P55212; hit rate 0.53% among 350,000; AID 686996;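 active means mean inhibition across replicates at least about 35%, with every replicate also reaching that limit, limit read from the data; inconclusive means only one of the two criteria met; inactive means neither criterion met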;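 further: 0% = median of neutral control wells and 100% = no fluorescence left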
Target sequence (P55212 24-179 limits assumed): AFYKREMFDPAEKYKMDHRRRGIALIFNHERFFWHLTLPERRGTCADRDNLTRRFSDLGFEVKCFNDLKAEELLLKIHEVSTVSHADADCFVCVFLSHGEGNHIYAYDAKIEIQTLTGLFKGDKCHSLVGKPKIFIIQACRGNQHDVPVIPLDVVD
Target sequence (P55212 194-293 limits assumed): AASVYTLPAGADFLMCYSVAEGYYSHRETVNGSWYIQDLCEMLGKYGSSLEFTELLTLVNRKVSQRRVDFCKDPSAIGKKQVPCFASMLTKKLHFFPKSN
EWS-Fli block: inhibitors of EWS/Fli oncoprotein transcriptional activity. AID 651661. hit rate 0.67% among 350,000. inhibition, % at 12.6 µM. A673 NR0B1-luciferase reporter, viability-normalised;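 active means mean inhibition of at least 50% after viability correction, with every replicate also passing that limit; inconclusive means mean reaches 50% but only one of two replicates passes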;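 further: firefly luciferase signal divided by Alamar Blue viability fluorescence both relative to DMSO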
PAX8 reporter: inhibitors of PAX8 transcriptional activity in RMG-I cells | RMG-I TPO-luciferase reporter, SteadyGlo, 24 h | inhibition, % at 12.6 µM | hit rate 1.2% among 360,000 | AID 652154;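 active means mean replicate inhibition at least 60% with every replicate also reaching 60%; inconclusive means only one of the two criteria is met; inactive means mean below 60% and not all replicates reaching 60%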;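 further: luciferase light reporting Pax8 driven TPO promoter activity; plate controls were median of neutral control wells for no effect and mitoxantrone controls for full effect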
LGR2 inh: inhibitors of bursicon-induced Drosophila LGR2 receptor cAMP signaling; HEK293 LGR2, CRE-luciferase, bursicon-stimulated, 4 h; inhibition, % at 9.99 µM; hit rate 0.35% among 380,000; AID 720647;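 active means drop in luminescence signal, shown as inhibition above about 50% in the replicate tests, limit read from the data, passing the limit was not always enough; inconclusive means probably only some replicates passing the limit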;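 further: agonist challenge used bursicon conditioned medium at about half maximal strength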
SIRT5 block: inhibitors of human sirtuin-5 desuccinylase; Purified SirT5, succinyl-peptide AMC, trypsin-coupled fluorescence; Q9NXA8; inhibition, % at 15 µM; hit rate 1.1% among 330,000; AID 652115; in the data active means inhibition above about 15%; inconclusive means no clear call, values can overlap the other calls
Target sequence (Q9NXA8 whole entry, looked up): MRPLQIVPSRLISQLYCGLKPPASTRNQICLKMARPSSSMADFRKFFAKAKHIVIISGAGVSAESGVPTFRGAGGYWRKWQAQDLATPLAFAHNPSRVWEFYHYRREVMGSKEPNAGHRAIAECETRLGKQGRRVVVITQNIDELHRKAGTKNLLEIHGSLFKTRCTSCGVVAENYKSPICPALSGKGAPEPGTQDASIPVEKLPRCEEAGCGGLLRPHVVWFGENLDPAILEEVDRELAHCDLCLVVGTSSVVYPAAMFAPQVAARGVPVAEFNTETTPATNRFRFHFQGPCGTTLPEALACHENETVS
DENV2 CPE: DENV2-induced cell death inhibition | DENV2-infected cells, cytopathic effect rescue, plate reader | CPE inhibition, % at 9.99 µM | hit rate 1.7% among 350,000; in the data active means CPE inhibition above about 20%, passing the limit was not always enough; inconclusive means no clear call, values can overlap the other calls; tested in BHK-21 cells;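 further: 0% = median of neutral control wells and 100% = median of positive control wells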
An asterisk follows results filed as active; ? = inconclusive; / = not tested or not shown.

SMILES | ARNT-TACC3 inh | Casp6 inh | EWS-Fli block | PAX8 reporter | LGR2 inh | SIRT5 block | DENV2 CPE
O=C(CNc1ccccc1N1CCCC1=O)Nc1cc(Cl)ccc1-n1cncn1 | -5 | -5 | 0 | 12 | 3 | -4 | 2
Cn1c(/C=C/c2ccc(Cl)cc2)c([N+](=O)[O-])c(=O)n(C)c1=O | -6 | / | 2 | 42 | ? | 0 | 5
COc1ccc(/C=C/C(=O)NC(=S)Nc2cc3oc4ccccc4c3cc2OC)cc1 | 1 | -1 | 6 | 24 | 3 | -1 | 1
C[C@@H]1CN([C@@H](C)CO)C(=O)c2cc(NC(=O)Cc3cn(C)c4ccccc34)ccc2O[C@H]1CN(C)Cc1ccc(C(=O)O)cc1 | -10 | 2 | -2 | 3 | 19 | -2 | -11
CCOC(=O)c1c(C)[nH]c(C(=O)COC(=O)/C=C/c2cccc(OC)c2OC)c1C | -2 | -4 | 4 | 13 | / | -5 | -4
CCCNC(=O)C[C@H]1CC[C@@H]2[C@@H](COc3ccc(NC(=O)c4ccc(C(F)(F)F)cc4)cc3C(=O)N2C)O1 | -2 | 0 | -8 | -5 | 14 | 0 | -4
O=C(c1ccc(Cl)cc1)N1CCC(C(=O)N2CCCc3ccccc32)CC1 | -1 | -2 | -42 | 29 | 9 | -2 | 2
CC1CC(CC(=O)Nc2nc(-c3ccccc3)cs2)C(=O)O1 (stereo unspecified) | 12 | -4 | -10 | -2 | -20 | -2 | 3
CSCCC(NC=O)C(=O)NC(C)C(=O)O (stereo unspecified) | 0 | -4 | -13 | 5 | 16 | -1 | -3
COc1ccc(-n2nc3c(c2NC(=O)C(C)Oc2ccccc2)CS(=O)C3)cc1 (stereo unspecified) | 10 | 2 | -1 | -6 | 2 | -5 | -1
CCOC(=O)Cc1csc(NC(=O)CN(C)S(=O)(=O)c2ccc3c(c2)CCC(=O)N3)n1 | -1 | -1 | 4 | -1 | -14 | / | -1
C[C@@H]1CCCCO[C@@H](CN(C)C(=O)Nc2ccccc2)[C@H](C)CN([C@@H](C)CO)C(=O)c2cc(NC(=O)CCC(F)(F)F)ccc2O1 | 0 | -1 | -9 | -31 | -2 | 6 | ?
COc1ccc(C(=O)NC(CCSC)C(=O)N2CCCCCC2)cc1 (stereo unspecified) | 5 | -1 | -2 | -11 | 3 | -3 | 0
Cc1noc(C)c1NC(=O)N(C)C[C@@H]1Oc2c(NS(=O)(=O)c3ccccc3)cccc2C(=O)N([C@H](C)CO)C[C@@H]1C | 1 | -4 | -10 | -9 | -9 | 5 | 13
C=CC(=O)N1C/C(=C/c2ccc(Cl)cc2)C(=O)/C(=C\c2ccc(Cl)cc2)C1 | -7 | -1 | 77* | 110* | 104* | 0 | -11
O=C(CC1CC1)N1CC(=O)N2[C@@H](CO)[C@@H](c3ccc(-c4cccnc4)cc3)[C@@H]2C1 | / | 2 | -1 | -19 | -17 | -4 | -7
O=C(NCCN1CCN(Cc2ccccc2Cl)CC1)Nc1ccccc1 | 2 | -19 | 0 | / | 5 | -1 | -3
COc1ccc(CC(=O)O)cc1O | 2 | 4 | 7 | -17 | 25 | -5 | -9
Cc1cccc(OCCC(=O)Nc2ccc(C)c(S(=O)(=O)N3CCOCC3)c2)c1 | 10 | 3 | 11 | 16 | 8 | 0 | 1
CCCCOCC1CN(CCCC)S(=O)(=O)c2c(Oc3ccc(C(C)C)cc3)cccc2O1 (stereo unspecified) | / | -4 | 5 | 27 | -16 | / | 1

Reprinted from above for reference:
SMILES | ARNT-TACC3 inh | Casp6 inh | EWS-Fli block | PAX8 reporter | LGR2 inh | SIRT5 block | DENV2 CPE
COc1ccc(C(=O)NC(CCSC)C(=O)N2CCCCCC2)cc1 (stereo unspecified) | 5 | -1 | -2 | -11 | 3 | -3 | 0
Cc1noc(C)c1NC(=O)N(C)C[C@@H]1Oc2c(NS(=O)(=O)c3ccccc3)cccc2C(=O)N([C@H](C)CO)C[C@@H]1C | 1 | -4 | -10 | -9 | -9 | 5 | 13
C=CC(=O)N1C/C(=C/c2ccc(Cl)cc2)C(=O)/C(=C\c2ccc(Cl)cc2)C1 | -7 | -1 | 77* | 110* | 104* | 0 | -11
O=C(CC1CC1)N1CC(=O)N2[C@@H](CO)[C@@H](c3ccc(-c4cccnc4)cc3)[C@@H]2C1 | / | 2 | -1 | -19 | -17 | -4 | -7
O=C(NCCN1CCN(Cc2ccccc2Cl)CC1)Nc1ccccc1 | 2 | -19 | 0 | / | 5 | -1 | -3
COc1ccc(CC(=O)O)cc1O | 2 | 4 | 7 | -17 | 25 | -5 | -9
Cc1cccc(OCCC(=O)Nc2ccc(C)c(S(=O)(=O)N3CCOCC3)c2)c1 | 10 | 3 | 11 | 16 | 8 | 0 | 1

The list goes on.
SMILES | ARNT-TACC3 inh | Casp6 inh | EWS-Fli block | PAX8 reporter | LGR2 inh | SIRT5 block | DENV2 CPE
O=S(=O)(c1ccc(F)cc1)N1CCN(C(=S)NCCc2ccccc2)CC1 | -1 | -1 | 2 | 5 | 1 | -2 | -2
CC1CCN(C(=O)C2CCC(CNc3c(N4CCCCC4)c(=O)c3=O)CC2)CC1 (stereo unspecified) | -5 | -7 | 0 | 5 | 10 | -2 | -2
COc1cccc(-n2c(=O)c3c(C)c(C(=O)N(C)C)sc3n(CC(=O)NCCc3ccc(OC)c(OC)c3)c2=O)c1 | -3 | 1 | 1 | -6 | 10 | 1 | 11
O=C(C[C@@H]1C[C@H]2c3cc(NS(=O)(=O)c4ccccc4)ccc3O[C@H]2[C@H](CO)O1)NCC1CC1 | 3 | 14 | -1 | -2 | -10 | 6 | 0
O=C(Cn1nnc(-c2ccccc2)n1)c1ccccc1 | -5 | 2 | -23 | / | -20 | -1 | 2
Cc1nn(Cc2ccc([N+](=O)[O-])cc2)c(=O)n1-c1cccc(Cl)c1 | 6 | 3 | -3 | -2 | -7 | / | -4
C[n+]1cccc2cccc([O-])c21 | 42 | 52* | -50 | 17 | / | -4 | -3
Cn1c(C(=O)O)c(CC(=O)N2CCC(Cc3ccccc3)CC2)c2ccccc21 | -1 | 4 | 7 | 21 | -2 | 0 | -21
C[C@H](CO)N1C[C@H](C)[C@H](CN(C)C(=O)c2cccc(F)c2)Oc2cc(C#CC3CC3)ccc2S1(=O)=O | 9 | -1 | -5 | 13 | -3 | 9 | -1
COc1ccc(CC(=O)NC2CC2)cc1OC | -42 | -3 | 11 | -4 | -1 | -11 | -2
Cc1cc2nc(CCl)cc(=O)n2[nH]1 | 6 | -1 | -6 | -10 | / | -2 | 5
CC(C)(C)c1cc(C(c2cccnc2)N2CCN(CCO)CC2)cc(C(C)(C)C)c1O (stereo unspecified) | 6 | 1 | 46 | / | 44 | -6 | /
CC1CN(c2ccc(NC(=S)NNCCC#N)cc2)CC(C)O1 (stereo unspecified) | 1 | -2 | 4 | -1 | 12 | -2 | -2
CCCC#Cc1cnc2c(c1)C(=O)N([C@H](C)CO)C[C@@H](C)[C@H](CN(C)C(=O)C1CCC1)O2 | -2 | -1 | -2 | / | -8 | 2 | -2
COc1ccc(-c2oc(=O)c3cc(OC)c(OC)cc3c2C#C[C@]2(O)CC[C@H]3[C@@H]4CCc5cc(OC)ccc5[C@H]4CC[C@@]32C)cc1 | -1 | 2 | -3 | -3 | -12 | / | ?
CCOC(=O)c1c(S(=O)(=O)N2CCN(Cc3ccccc3)CC2)c(C)n(C)c1C | 1 | 3 | / | 7 | 13 | -11 | -1
CCCCCCCC[n+]1cccc(C(=O)N2c3c(nc(N)[nH]c3=O)NC(C)C2C)c1 (stereo unspecified) | -1 | / | / | 5 | 13 | / | /
CCn1nc(C)cc1C(=O)N1CCCC(Nc2ccc(C(C)C)cc2)C1 (stereo unspecified) | -8 | 3 | 0 | 2 | 1 | -3 | 2
C[C@H](CO)N1C[C@H](C)[C@H](CN(C)C)Oc2ccc(NC(=O)Cc3cn(C)c4ccccc34)cc2C1=O | 4 | -2 | / | -16 | -13 | 1 | -2
CC(C)C[C@@H](CNCC(=O)[C@H](Cc1c[nH]c2ccccc12)NC(=O)c1[nH]cnc1C(=O)N[C@H](CN)CC(C)C)NC(=O)c1nc[nH]c1C(=O)N[C@@H](CC(=O)O)C(=O)O | 16 | 21 | 6 | 12 | 10 | -1 | 0
O=C(/C=C/c1cccc([N+](=O)[O-])c1)Nc1ccc(Cl)cn1 | -9 | -1 | -56 | -11 | -27 | -1 | 1
CCOC(=O)C1CCN(c2ccc([N+](=O)[O-])cc2S(=O)(=O)N2CCOCC2)CC1 | 11 | 7 | 4 | -4 | 17 | -2 | 2
c1ccc(N2CCN(C3CC4CCC3C4)CC2)cc1 (stereo unspecified) | -9 | -1 | -4 | -18 | 4 | -3 | 11
COCCN1CCN(C(=O)C2CCC(=O)N(CCCc3ccccc3)C2)CC1 (stereo unspecified) | -6 | 2 | 1 | -10 | -1 | 0 | 4
COC(=O)C1CCN(C(=O)CSc2nc3nc(C)cc(C)n3n2)CC1 | 3 | -5 | 0 | 10 | 9 | -2 | 3
C[C@@H]1CCCCO[C@@H](CN(C)Cc2ccc(C(=O)O)cc2)[C@@H](C)CN([C@@H](C)CO)C(=O)c2cc(NS(=O)(=O)c3ccc(Cl)cc3)ccc2O1 | -4 | -1 | -3 | -11 | -4 | -3 | -8
Cc1cccc(-c2nc(C#N)c(N3CCCCC3)o2)c1 | 9 | -2 | -60 | -40 | -52 | -4 | 2
CC1CN(C(=S)Nc2ccccc2C(F)(F)F)CC(C)O1 (stereo unspecified) | -6 | 1 | / | 4 | 19 | 3 | -14
COc1ccc(NC(=O)N(C)C[C@@H]2Oc3ccc(NC(=O)Nc4ccccc4)cc3C(=O)N([C@H](C)CO)C[C@H]2C)cc1 | -6 | 0 | -5 | -24 | 13 | 0 | -5
O=CN1CCN(C(=O)CC(c2ccccc2)c2cc(Br)ccc2O)CC1 (stereo unspecified) | 13 | -1 | 10 | 2 | 3 | -1 | 1
Cc1ccc(S(=O)(=O)N2CCCCCC2)cc1[N+](=O)[O-] | 0 | 0 | 4 | -11 | / | 13 | -2
CC1(C)Cc2c(sc3ncnc(NN)c23)CO1 | 47* | -2 | 19 | 12 | 6 | -1 | -9
CCC(=O)N1CC(=O)N2[C@@H](CO)[C@@H](c3ccc(-c4ccc(C#N)cc4)cc3)[C@@H]2C1 | / | 2 | -5 | / | -3 | 3 | -6
COc1ccc2c3c([nH]c2c1)[C@@H](CO)N(Cc1ccccc1)CC31CCN(C)CC1 | / | / | -7 | / | 6 | / | 20
c1cc(SC2CCCCC2)cc(-c2nc3cnccn3c2NC2CCCCC2)c1 | -48 | -1 | -1 | -4 | 2 | / | -8
CCOc1ccc(/C=C(\C(=O)O)c2ccc(S(=O)(=O)N3CCOCC3)s2)cc1OC | -4 | / | / | 24 | 0 | / | /
CCOC(=O)Cn1nnnc1CN(Cc1ccc(OC)cc1)Cc1cc2cc(CC)ccc2[nH]c1=O | 3 | 4 | 8 | / | -14 | -3 | -7
C[C@H]1CN([C@@H](C)CO)C(=O)c2cc(NC(=O)CCN3CCOCC3)ccc2O[C@H]1CN(C)S(=O)(=O)c1ccc(Cl)cc1 | -10 | 1 | -2 | -18 | 10 | -3 | 4
COc1ccc(NC(=O)N(C)C[C@@H]2Oc3ccc(NS(=O)(=O)c4c(C)noc4C)cc3C(=O)N([C@@H](C)CO)C[C@@H]2C)cc1 | -5 | 1 | -6 | / | -3 | 1 | 27*
CCOc1ccc(S(=O)(=O)NCCc2ccccn2)cc1 | 10 | 0 | -11 | / | 14 | -5 | 4
CC(SCC(=O)O)c1nc2ccccc2[nH]1 (stereo unspecified) | -3 | -2 | -2 | 10 | 6 | 0 | 3
COC(=O)c1cc(C(=O)CC(C)C)c[nH]1 | -20 | 1 | 3 | -13 | 16 | -3 | -1
O=c1c2ccccc2nc(COc2ccccc2)n1/N=C/c1c[nH]c2ccccc12 | 9 | 2 | -16 | 33 | 21 | 2 | 13
